# m5-HT2A agonist – agonists of mouse serotonin 5-HT2A receptor (HTR2A); P35363; 360,000 compounds, 0.66% hits; CHO-K1 mHTR2A beta-arrestin complementation, luminescence; percent of 30 µM serotonin response; activation, % at 7.6 µM; AID 624169;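 active means activation above a run cutoff, the mean activation of all tested compounds plus 3 SD, cut at about 14% in these data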;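 further: 0% = plate median of compound wells and 100% = 30 µM serotonin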
# Target sequence (P35363 whole entry, looked up): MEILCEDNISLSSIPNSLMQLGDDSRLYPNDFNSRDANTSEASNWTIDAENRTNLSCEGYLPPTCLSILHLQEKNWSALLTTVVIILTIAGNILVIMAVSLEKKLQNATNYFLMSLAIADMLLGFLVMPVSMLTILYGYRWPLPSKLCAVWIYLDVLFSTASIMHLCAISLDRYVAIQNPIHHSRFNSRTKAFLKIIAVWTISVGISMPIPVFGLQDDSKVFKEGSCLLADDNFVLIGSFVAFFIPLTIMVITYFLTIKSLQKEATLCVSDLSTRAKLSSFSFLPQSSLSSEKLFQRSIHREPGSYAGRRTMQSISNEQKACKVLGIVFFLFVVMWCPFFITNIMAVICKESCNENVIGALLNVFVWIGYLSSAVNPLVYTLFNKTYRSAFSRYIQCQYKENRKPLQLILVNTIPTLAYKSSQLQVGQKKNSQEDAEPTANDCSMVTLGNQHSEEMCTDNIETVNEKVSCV
# CaV13 FRET inh – Disruptors of the CACNA1D IQ motif to Ca2+-dependent inactivation inhibitor domain association, primary screening, Förster resonance energy transfer in intact living … | HEK cells, CFP/YFP FRET ICDI-IQ, plate reader, 10 min; percent FRET-ratio fall versus neutral wells | inhibition, % at 12.3 µM | 340,000 compounds, 0.098% hits | AID 743397;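 active means mean replicate inhibition of at least 30% and at least 1% of replicates passing that level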;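 further: 0% = median of the neutral control wells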
# H9c2 protect – modulators protecting cardiomyocytes from myocardial damage | H9c2 cardiomyocytes, H2O2 injury protection, ATPLite, 2 h | 360,000 compounds, 0.63% hits | protection from H2O2 cell death, % at 20 µM;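 active means compounds giving at least 50% protection of heart cells from peroxide-induced death in the single-dose screen, raw or plate-pattern-corrected value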;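 further: 0% = DMSO wells with peroxide and 100% = DMSO wells without peroxide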
# ABHD5 PLIN5 PPI – inhibitors of human ABHD5-perilipin-5 interaction | 360,000 compounds, 0.78% hits | inhibition, % at 4 µM | Split G. princeps luciferase complementation, luminescence, 4 h;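 active means inhibition above the mean inhibition across every tested compound plus 3 SD, cut at about 22% in these data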;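 further: 0% = DMSO only wells and the 100% control is not disclosed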
# MC4R antag cAMP – human MC4R antagonism in cAMP assay | 360,000 compounds, 0.48% hits | MC4R-expressing cells, MTII-stimulated cAMP, LANCE TR-FRET | inhibition, % at 6.5 µM;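 active means inhibition above its plate's cutoff, the mean of tested wells on that plate plus 3 SD, cut at about 29% in these data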;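 further: 0% = Melanotan II alone and 100% = Melanotan II plus saturating MCL0020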
# Target sequence (P32245 whole entry, looked up): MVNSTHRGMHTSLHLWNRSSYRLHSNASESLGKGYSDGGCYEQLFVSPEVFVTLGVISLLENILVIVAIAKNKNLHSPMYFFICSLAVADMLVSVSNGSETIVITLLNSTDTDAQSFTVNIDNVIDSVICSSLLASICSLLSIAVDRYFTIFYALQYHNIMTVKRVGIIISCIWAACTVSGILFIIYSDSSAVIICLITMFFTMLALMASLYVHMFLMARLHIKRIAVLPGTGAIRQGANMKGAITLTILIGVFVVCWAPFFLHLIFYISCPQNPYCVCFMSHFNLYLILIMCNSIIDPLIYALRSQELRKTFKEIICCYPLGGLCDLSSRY
#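 Test system: U2OS cells stably expressing human melanocortin 4 receptor (MC4R); also added: Melanotan II challenge; compound: 6.5 µM single dose; timing: 30-min compound preincubation, 1-h Melanotan II challenge, 1-h detection, room temperature; signal: Eu-cAMP/anti-cAMP TR-FRET, emission 671 nm; repeats: one well per compound, no replicates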
# Granule exo inh – blocks lytic granule exocytosis. TALL-104 LAMP-1 surface exposure, flow cytometry; cells stimulated with thapsigargin and PMA. inhibition, % at 10 µM. 360,000 compounds, 0.66% hits;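 active means inhibition above about 55%, limit read from the data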
# PDI inh – inhibitors of human protein disulfide isomerase | 350,000 compounds, 0.052% hits | AID 588391 | PDI insulin aggregation turbidity, A650, 90 min | inhibition, % at 10 µM | P07237;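 active means mean inhibition across replicates of 30% or more, whatever share of single replicates reach that level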;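 further: absorbance from insulin aggregation driven by PDI reduction with DTT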
# ABCB6 inh MLPCN – inhibitors of human ABC transporter ABCB6. Q9NP58. K562-ABCB6 porphyrin accumulation, flow cytometry, 1 h; active compounds read low. fluorescence ratio to DMSO, % at 10 µM. 360,000 compounds, 0.19% hits. AID 602162;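 active means fluorescence ratio to DMSO below 75%, the collection mean minus 3 SD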;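 further: signal is porphyrin accumulated inside mitochondria; 100% equals median channel fluorescence of DMSO control wells; lower ratio means ABCB6 inhibition with less porphyrin fluorescence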
# Glyco luc inh – blocks N-linked glycosylation in D54 reporter cells; D54 ERlucT glycosylation luciferase reporter, 24 h; percent of 100 nM tunicamycin response; reporter increase, % at 12.5 µM; 360,000 compounds, 0.23% hits; AID 588692;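 active means mean luciferase reporter signal, scaled so untreated is 0 and the glycosylation-blocking control 100, at or above a set limit in every replicate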;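 further: luciferase carries N-glycosylation sites so blocking glycosylation raises the light; 0% = median of neutral control wells and 100% = median of 100 nM tunicamycin wells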
# MC4R barr agon – agonists of human melanocortin 4 receptor (MC4R) beta-arrestin. P32245. U2OS MC4R beta-arrestin complementation, luminescence; percent of melanotan II response, DMSO zero. activation, % at 8.9 µM. 360,000 compounds, 0.98% hits. AID 540308;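 active means activation above a per-plate cutoff, the mean activation of sample wells on that plate plus 3 SD, cut at about 8% in these data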
# * = called active by the depositor; · = not tested or not shown; & = joins results of further samples; ! = a repeat was not active.
SMILES,m5-HT2A agonist,CaV13 FRET inh,H9c2 protect,ABHD5 PLIN5 PPI,MC4R antag cAMP,Granule exo inh,PDI inh,ABCB6 inh MLPCN,Glyco luc inh,MC4R barr agon
CCN1CCN(Cc2ccc(NC(=O)c3ccc(C)c(NC(=O)C[C@@H]4NC(=O)[C@H](Cc5ccccc5)NC4=O)c3)cc2C(F)(F)F)CC1,-4&-5,-5&-5,0&1,8&0,0&6,76*!,-1&4,95&97,-6&-5,-1.4&-1.3
COc1ccc2nc(NNC(=O)C3COc4ccccc4O3)sc2c1 (configuration not stated),9,-5,7,5,6,4,·,98,0,-0.3
CC(NCc1ccccc1Cl)C(=O)Nc1ccc(S(=O)(=O)N2CCCC2)cc1 (configuration not stated),3,-6,0,4,14,-1,3,96,-1,-1.9
CC(=O)c1cc(C(=O)Nc2ccccc2C(=O)O)oc1C,3,-3,8,9,4,0,-2,105,1,-1.4
CCOc1cc(C)c(S(=O)(=O)Nc2ccc(Cl)cn2)cc1C,2,-3,-12,9,1,-5,4,93,0,5.3
Cc1cc(C(=O)COC(=O)CCc2nc3ccccc3s2)c(C)n1C,0,-4,-6,3,2,1,-4,98,-2,-1.3
CN(Cc1cnn(C)c1)Cc1nc(COc2ccccc2)no1,1,-5,-10,-3,7,-13,-7,96,4,-0.5
O=C(CCS(=O)(=O)c1ccc(Br)cc1)NCc1ccco1,-2,-7,-1,4,7,-3,-4,97,-3,2.4
O=C(c1ccc2oc(Cc3ccc(Cl)cc3)nc2c1)N1CC[C@H](O)C1,7,-15,0,-14,1,0,3,99,-1,-1.8
O=C(Nc1ccccc1F)c1ccc(CNS(=O)(=O)c2cccc(C(F)(F)F)c2)cc1,1,-1,1,-8,4,-13,-20,184,-1,2.5

# Complete entries, looked up by structure. Order of values: m5-HT2A agonist | CaV13 FRET inh | H9c2 protect | ABHD5 PLIN5 PPI | MC4R antag cAMP | Granule exo inh | PDI inh | ABCB6 inh MLPCN | Glyco luc inh | MC4R barr agon
# Cc1cc(C(=O)COC(=O)CCc2nc3ccccc3s2)c(C)n1C is listed as 0 | -4 | -6 | 3 | 2 | 1 | -4 | 98 | -2 | -1.3
# CC(NCc1ccccc1Cl)C(=O)Nc1ccc(S(=O)(=O)N2CCCC2)cc1 (configuration not stated) is listed as 3 | -6 | 0 | 4 | 14 | -1 | 3 | 96 | -1 | -1.9
# CCOc1cc(C)c(S(=O)(=O)Nc2ccc(Cl)cn2)cc1C is listed as 2 | -3 | -12 | 9 | 1 | -5 | 4 | 93 | 0 | 5.3

# Next structures follow:
SMILES,m5-HT2A agonist,CaV13 FRET inh,H9c2 protect,ABHD5 PLIN5 PPI,MC4R antag cAMP,Granule exo inh,PDI inh,ABCB6 inh MLPCN,Glyco luc inh,MC4R barr agon
Cc1nn(-c2ccc(F)cc2)c(Cl)c1/C=C/C(=O)N1CCNC(=O)C1,-4,-6,-12,4,-4,-4,1,101,-3,-3.8
CCCC1CC(=O)NC1(C(=O)OCC)C(=O)OCC (configuration not stated),-1,-16,-1,-5,2,2,-2,105,3,-1.4
CC1(C)O[C@@H]2[C@H](O1)[C@@H](COS(=O)(=O)O)O[C@H]2n1c(=S)[nH]c2c(=O)[nH]c(N)nc21,5,-5,-2,-4,-5,-1,2,97,3,-0.8
CC(=O)c1ccc(/C=C/c2nc3ccccc3n2C)o1,2,-124,-4,4,-17,-11,-2,96,-5,-1.3
COc1ccc(N2CC(C(=O)Nc3ccc4c(c3)OCCO4)CC2=O)cc1 (configuration not stated),1,-3,0,-15,5,-4,0,100,2,0.9
NC(=O)CC(NC(=O)Cc1cccc2ccccc12)c1ccc(NCc2ccc(F)cc2)c([N+](=O)[O-])c1 (configuration not stated),-5,-5,8,-6,6,-5,-4,100,11,1.1
CC1N(C(=O)N(C)C)CCN1S(=O)(=O)c1ccccc1 (configuration not stated),-2,-7,9,-2,18,-8,12,95,0,-1.6
CCN1CCn2c3c(c4cc(Br)ccc42)CCCC31 (configuration not stated),11,-1,-22,-1,1,0,-2,89,-1,0.9
CCOc1ccc(CCNC(=O)c2ccc(OCc3c(C)noc3C)cc2)cc1OCC,-2,-5,-4,-7,23,-2,13,99,3,-3.2
CC(Nc1ncnc2ccccc12)c1ccccc1 (configuration not stated),-4,-19,-19,4,-1,1,-5,95,-4,-2.3

# Only ABHD5 PLIN5 PPI and PDI inh, for 6 of the compounds above:
mol | ABHD5 PLIN5 PPI | PDI inh
CC(=O)c1ccc(/C=C/c2nc3ccccc3n2C)o1 | 4 | -2
COc1ccc(N2CC(C(=O)Nc3ccc4c(c3)OCCO4)CC2=O)cc1 (configuration not stated) | -15 | 0
NC(=O)CC(NC(=O)Cc1cccc2ccccc12)c1ccc(NCc2ccc(F)cc2)c([N+](=O)[O-])c1 (configuration not stated) | -6 | -4
CC1N(C(=O)N(C)C)CCN1S(=O)(=O)c1ccccc1 (configuration not stated) | -2 | 12
CCN1CCn2c3c(c4cc(Br)ccc42)CCCC31 (configuration not stated) | -1 | -2
CCOc1ccc(CCNC(=O)c2ccc(OCc3c(C)noc3C)cc2)cc1OCC | -7 | 13

# Next compounds follow:
SMILES,m5-HT2A agonist,CaV13 FRET inh,H9c2 protect,ABHD5 PLIN5 PPI,MC4R antag cAMP,Granule exo inh,PDI inh,ABCB6 inh MLPCN,Glyco luc inh,MC4R barr agon
COCCNC(=O)C1(C)CCCN(Cc2cc(-c3ccccc3)nn2C)C1 (configuration not stated),-2,-7,1,2,5,-1,-4,95,-4,1.2
CC(/C=C/c1ccccc1)=N/NC(=O)CNC(=O)c1ccccc1F,2,-4,0,4,-5,3,-2,95,0,0.5
Cn1nc(C(=O)NC2CCCC2)c2ccccc2c1=O,-6,-5,2,5,6,5,6,100,2,-1.1
C/C(=N\NC(=O)CN1CCN(S(=O)(=O)c2ccc(C)cc2)CC1)c1cccnc1,1,-5,8,-1,-3,0,20,100,1,-1.8
COC(=O)c1sccc1Oc1c(Cl)cccc1[N+](=O)[O-],0,-4,-4,-1,5,0,4,100,0,-0.2
O=C1c2ccccc2C(=O)c2c1oc(C(F)(F)F)c2C(=O)c1ccccc1,1,-1,-28,-22,-2,13,-2,120,-2,0.9
C=C(C)C1Cc2c(C)nn(-c3cccc4ccccc34)c2C1 (configuration not stated),8,·,-17,-9,11,-3,3,99,-1,2.2
COCCCNC(=O)c1ccccc1N(Cc1ccccc1)S(=O)(=O)c1ccccc1,5,8,7,1,10,69*,-1,106,2,-1.3
COc1ccc2oc(=N)c(C(=O)Nc3ccc(C)cc3)cc2c1,0,-3,-6,1,1,13,2,96,3,0.3
CCN1CCN(c2nn3c(=O)c4ccccc4nc3c3ccccc23)CC1,-1,·,38,7,11,20,-1,203,12,0.1
Cc1ccc(CNC(=O)CS(=O)CC(=O)O)cc1 (configuration not stated),3,-4,4,2,2,1,-4,87,-1,-3.1
NS(=O)(=O)c1ccc(CNC(=O)/C=C/c2ccccc2)cc1,5,·,4,1,1,0,7,98,1,0.7
NC(CO)C(O)c1ccc([N+](=O)[O-])cc1 (configuration not stated),10,·,-2,4,5,-5,·,94,0,0.3
CCOC(=O)C1=C(C)NC(=O)NC1c1ccc(Br)s1 (configuration not stated),6,-4,7,2,8,-2,-10,102,-1,0.6
Cc1ccc(-n2c(C)cc(C(=O)COc3c(CO)cc(F)cc3CO)c2C)cc1C,-2,-5,-10,-1,-5,2,9,95,-7,0.1
CCCNC(=O)C1(C)CCCN(Cc2c(F)cccc2F)C1 (configuration not stated),13,-5,3,-4,-5,2,-42,85,-2,-2.8
O=C1/C(=C\c2ccco2)SC(=S)N1c1ccccc1,4,-5,1,-5,-2,0,10,101,1,3.7
O=C(CCN1CCCC1Cc1ccccc1)c1ccc2c(c1)OCCO2 (configuration not stated),9,-5,-25,28*,36*,100*,8,84,3,-2.9
CCC(C(=O)Nc1ccon1)c1ccccc1 (configuration not stated),8,-7,2,4,-1,20,3,104,2,-2.0
CC(=O)Nc1ccc(NC(=O)C(C)OC(=O)c2ccc3c(c2)OCCO3)cc1 (configuration not stated),-2,-7,-1,0,20,1,1,100,-1,1.7
Cc1ccc(C)c(N2CC(=O)N(c3cc(C)ccc3C)CC2=O)c1,0,-4,2,-5,0,10,1,102,1,-1.8
CCN(CC)S(=O)(=O)c1ccc(NC(=O)CCNC(=O)c2ccccc2)cc1,2,-17,18,-16,3,-8,3,95,1,-0.9
CCOC(=O)COc1ccc2c(=O)c(-c3ccccc3OC)coc2c1,-1,5,1,1,13,-3,11,100,3,-1.1
Cc1cc(C)n2nc(N)c(N=Nc3cccc(Cl)c3)c2n1,5,-7,4,5,-17,4,-2,99,4,6.1
COc1ccccc1C=NN1C(=O)CSC1=S,-2,-6,0,-18,-5,4,0,105,4,-0.9
Cc1cc(C)nc(SCC(=O)NC2CCCCC2C)n1 (configuration not stated),9,-5,5,6,5,-2,-6,99,-2,-2.0
Cc1ccc(Nc2nc(C)c(CCC(C)C)c(=O)[nH]2)cc1,-1,-5,-7,-4,1,1,8,116,2,-0.8
COc1ccc(CCN(C)C(=O)c2cc(-c3ccccc3)nc3ccc(C)cc23)cc1OC,6,·,0,0,-6,11,8,94,2,-1.0
Cc1cc(C)n2nc(-c3ccc(F)cc3)nc2n1,8,·,-5,3,-3,-3,17,100,-1,0.7
O=C(Nc1nccs1)c1ccc(NC(=O)c2ccco2)cc1,2,-4,4,-1,0,-3,-1,103,0,1.8
COC(=O)[C@]1(CC(C)C)N[C@H](c2ccc(-c3ccc(Cl)c(Cl)c3)cc2)[C@@H]2C(=O)N(C)C(=O)[C@@H]21,0,-12,-1,-13,1,-4,-26,96,-5,-0.7
O=C(CCNC(=O)Cn1ccc2ccccc2c1=O)NCCc1ccc(Cl)cc1,-2,-4,6,4,1,2,-3,92,0,1.1
CCOc1cc(CNCCSc2nnnn2C)cc(Br)c1OCc1ccccc1F,-4,·,-20,7,9,1,12,97,-5,4.2
O=C(Cn1nc(C(F)F)cc1C(F)F)NNC(=S)Nc1ccc(Cl)cc1,-2,-7,0,-5,6,-3,-4,100,2,0.5
CCN(CCNC(=O)c1ccc(C#N)cc1)c1cccc(C)c1,-2,·,4,4,15,11,-5,101,-1,-0.4

# Bioassay records from PubChem BioAssay.
